GLS inh: inhibitors of human glutaminase (GLS). GLS enzymatic activity, qHTS titration. hit rate 0.21% among 410,000. Potency, µM (titrated, usually from 45.5 µM), for the others: at the top dose activity change, negative = inhibition, hits mostly inhibitors. O94925; note: potency is the fitted concentration of half-maximal effect; % is set by controls: 0 for no effect and ±100 for the full control effect
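Two-point fluorescence kinetic (t0, 30 min RT) for hKGA; glutamate detected via glutamate oxidase–HRP–Amplex Red. Substrate: 1 mM L-glutamine solution; buffer 45 mM KH2PO4, pH 8.2.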
PI4K2A block: blocks human PI4K2A kinase activity. AID 1346378. Q9BTU6. purified PI4K2A, ADP-Glo luminescence, 1 h; hits give low values. activity change, negative = inhibition, % at 76.9 µM. hit rate 0.13% among 420,000; in the data active = activity change below about -50%; inconclusive = mostly about -30% to -49%;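 note: -100% = wells without enzyme as full effect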
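In this quantitative HTS, ADP production by PI4K2A was quantified luminescently after 1 h at ambient temperature; 100 microM adenosine served as plate-quality control.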
Tb PGK inh: blocks T. brucei phosphoglycerate kinase | hit rate 0.043% among 380,000 | Potency, µM (titrated, usually from 57.5 µM), inactives show at the highest dose activity change, negative = inhibition, most hits filed as inhibitors | AID 602233 | PGK/GAPDH coupled, Kinase-Glo luminescence, 60 min | P07378; note: potency is the fitted concentration of half-maximal effect; % is set by controls: 0 for no effect and ±100 for the full control effect; nearly all actives have a fitted effect of over 60% in size
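Recombinant glycosomal PGK reaction used 1,3-bisphosphoglycerate generated in-well by GAPDH (100nM final) in 100mM TEA pH 7.6, 5mM MgCl2, 0.01% Tween-20. After 60 minutes at room temperature, ATP was read by Kinase-Glo Plus luminescence end-point.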
ERG-DNA inh: inhibitors of human ERG Ets domain-DNA interaction; P11308; Potency, µM (doses to about 76.9 µM), without a hit: at the highest dose FP activity, negative = inhibition, most hits filed as inhibitors; hit rate 0.028% among 370,000; fluorescence polarization, His-ERG Ets domain / labelled DNA; active = well fitted inhibition curve with a large enough effect in the polarisation, with a control signal flat; inconclusive = small, poorly fitted or top-dose-only effect, or effect the other way, or a change in a side signal; inactive = no such curve, though single readings can be large or run the other way; the % refers to the polarisation;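 note: polarization taken with two DNA probes labelled with fluorescein and Texas red; potency is the fitted concentration of half-maximal effect; % of control where 0% means no effect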
Target sequence (P11308 whole entry, looked up, the tested form may be a part): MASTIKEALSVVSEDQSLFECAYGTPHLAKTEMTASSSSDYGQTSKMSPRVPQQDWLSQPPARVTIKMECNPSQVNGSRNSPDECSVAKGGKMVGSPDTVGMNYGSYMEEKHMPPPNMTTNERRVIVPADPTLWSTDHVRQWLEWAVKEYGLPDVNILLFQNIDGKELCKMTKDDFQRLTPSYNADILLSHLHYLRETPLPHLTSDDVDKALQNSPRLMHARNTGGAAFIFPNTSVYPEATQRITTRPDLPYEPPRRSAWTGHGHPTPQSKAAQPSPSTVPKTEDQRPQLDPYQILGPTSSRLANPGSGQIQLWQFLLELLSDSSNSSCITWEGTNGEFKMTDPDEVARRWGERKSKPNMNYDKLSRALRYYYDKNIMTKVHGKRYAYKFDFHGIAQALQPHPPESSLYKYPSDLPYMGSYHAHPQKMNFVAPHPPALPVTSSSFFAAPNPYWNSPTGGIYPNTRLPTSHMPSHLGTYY
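His-tagged ERG Ets domain (1 uM in the protein solution; 300mM KCl, 50mM Tris-HCl, 1mM EDTA, 1mM DTT, pH 7.5) received compound, then a probe mix of 5 nM fluorescein-DNA and 100nM Texas-615-DNA. Fluorescence polarization was read for both dyes.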
G9a inh: blocks human histone lysine methyltransferase G9a; G9a H3K9 monomethylation, AlphaScreen, 2 h; Potency, µM (doses to about 102 µM), without a hit: at the top dose activity, negative = inhibition, actives largely listed as inhibitors; Q96KQ7; AID 504332; hit rate 8.8% among 350,000; note: potency is the fitted concentration of half-maximal effect; % is set by controls: 0 for no effect and ±100 for the full control effect; nearly all actives have a fitted effect of over 75% in size
Target sequence (Q96KQ7 913-1193 limits assumed): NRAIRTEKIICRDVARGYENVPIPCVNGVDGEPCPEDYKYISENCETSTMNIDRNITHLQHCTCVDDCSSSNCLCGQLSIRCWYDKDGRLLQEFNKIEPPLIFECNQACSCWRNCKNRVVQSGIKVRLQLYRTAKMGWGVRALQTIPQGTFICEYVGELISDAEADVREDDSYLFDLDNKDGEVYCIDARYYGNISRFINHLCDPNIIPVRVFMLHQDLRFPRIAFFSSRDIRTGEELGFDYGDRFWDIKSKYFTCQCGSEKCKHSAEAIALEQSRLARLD
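G9a (20 nM) was preincubated 15 min with compound, then reacted 2 h at room temperature with 500 nM biotin-H3K9 peptide and 20 µM SAM. Monomethyl-H3K9 detected by AlphaScreen using anti-H3K9me1 antibody.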
Pin1 inh: human Pin1 inhibition | Pin1 FP peptide displacement, HiFluor488, 10 min | Potency, µM (doses to about 115 µM), for the others: at the highest dose activity, negative = inhibition, hits mostly inhibitors | hit rate 0.009% among 390,000 | Q13526; active = well fitted inhibition curve with a large enough effect in the polarisation, with a control signal flat, not every such curve was filed as active; inconclusive = small, poorly fitted or top-dose-only effect, or effect the other way, or a change in a side signal; inactive = no such curve, though single readings can be large or run the other way; the % refers to the polarisation; note: potency is the fitted concentration of half-maximal effect; % is set by controls: 0 for no effect and ±100 for the full control effect
Target sequence (Q13526 whole entry, looked up): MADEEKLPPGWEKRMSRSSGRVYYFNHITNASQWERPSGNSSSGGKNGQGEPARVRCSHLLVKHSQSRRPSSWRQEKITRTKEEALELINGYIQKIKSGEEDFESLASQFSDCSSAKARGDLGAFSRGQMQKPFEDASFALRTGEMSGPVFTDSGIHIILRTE
BAZ2B block: blocks human BAZ2B | Potency, µM (titrated, usually from 114 µM), for inactives: top-dose activity change, negative = inhibition, usual class: inhibitors | Q9UIF8 | AlphaScreen BAZ2B-H3K14Ac peptide displacement | hit rate 4.4% among 360,000; note: potency is the fitted concentration of half-maximal effect; % is set by controls: 0 for no effect and ±100 for the full control effect; nearly all actives have a fitted effect of over 60% in size
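AlphaScreen luminescence quantifies BAZ2B engagement of H3K14Ac peptide; the protein and biotinylated peptide are both at 50 nM final, buffer PBS pH 7.4 with 0.01% Tween-20, all steps at room temperature.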
HP1b chromo inh: inhibitors of HP1-beta chromodomain binding to methylated histone tails; hit rate 0.56% among 390,000; AID 540317; P83916; Potency, µM (highest dose often 114 µM), for inactives: at the top dose activity change, negative = inhibition, actives largely listed as inhibitors; AlphaScreen HP1-beta / biotin-H3K9me3 peptide binding; note: potency is the fitted concentration of half-maximal effect; nearly all actives have a fitted effect of over 70% in size; inactives centre near 23
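AlphaScreen: HP1-beta (50 nM) preformed 30 min with biotin-H3(1-18)K9me3 peptide (50 nM) in PBS pH 7.4, 0.01% Tween-20. Compound added for 30 min at RT, then streptavidin donor/nickel chelate acceptor beads (10 ug/mL) for 30 min.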
JMJD2A Tudor: JMJD2A Tudor domain (human) inhibition; O75164; AlphaScreen JMJD2A-Tudor / H3K4me3 peptide binding; Potency, µM (series often up to 114 µM), for the others: at the top dose activity change, negative = inhibition, actives largely listed as inhibitors; hit rate 4.4% among 390,000; AID 504339; note: potency is the fitted concentration of half-maximal effect; % is set by controls: 0 for no effect and ±100 for the full control effect; nearly all actives have a fitted effect of over 50% in size
* = called active by the depositor; i = inactive; u = inconclusive; x = not tested or not shown; [ ] = remark or other dose. Unless noted, calls come from the whole dose curve; as a rule, active = well fitted curve in the direction sought with a large enough effect; inconclusive = small, poorly fitted or top-dose-only effect, or another doubt; inactive = no such curve, though single readings can be large; an effect the other way counts as inactive or inconclusive.

No.	Structure	GLS inh	PI4K2A block	Tb PGK inh	ERG-DNA inh	G9a inh	Pin1 inh	BAZ2B block	HP1b chromo inh	JMJD2A Tudor
1	CCOc1ccc(OCc2nnc(SCC(=O)NC3CCS(=O)(=O)C3)n2-c2ccc(Cl)cc2)cc1 (stereo unspecified)	7.2%	-4.8	i	5.3%	-3.2%[59 µM]	-1.9%	-25.0%	17.8%	-24.7%
2	CC[C@]12c3[nH]c4ccc(OC)cc4c3CCN1C(=O)C(CC(=O)NCCCn1ccnc1)C[C@@H]2C(=O)N1CCN(C(=O)c2ccco2)CC1 (stereo partly specified)	-3.9%	-1.9	-0.3%	11.7%	x	-0.2%	x	55.3%[activator]	-11.5%
3	Cc1ccc(C2=NN(C(=O)c3ccco3)C(O)(C(F)(F)F)C2)cc1 (stereo unspecified)	6.4%	-4.2	-7.4%	-1.7%	-5.6%	-0.8%	u	28.9%	-22.1%
4	Cc1ccc(-n2c(O)c(C=NCc3ccccn3)c3ccccc3c2=O)cc1C	-0.4%	-0.1	-4.8%	-9.3%	16.9%[59 µM]	56.5%[activator]	-36.6%	35.7%	u
5	O=C(NCc1ccccc1)c1ccc(N2CCC3(CC2)CC(c2ccccc2)=NO3)c([N+](=O)[O-])c1	1.0%	-0.6	-11.4%	-6.6%	x	-0.1%	-8.7%	2.7%	-28.7%
6	CC(NS(=O)(=O)c1cccc(Cl)c1)C(=O)N(C)C1CCN(C)CC1 (stereo unspecified)	-1.0%	3.2	-0.1%	1.1%	-3.2%	10.6%	-6.1%	32.7%	3.6%
7	CC1=C(C(=O)c2ccccc2)C(c2ccc(O)cc2)NC(=S)N1 (stereo unspecified)	6.5%	-2.3	0.4%	0.0%	u	-0.9%	-19.4%	36.0%	-7.1%
8	C=CCOc1ccccc1CNCCNC(=O)c1nonc1N	3.5%	2.3	-6.6%	7.9%	-17.2%	-0.3%	-30.7%	30.5%	-4.4%
9	O=c1cc(-c2ccco2)nc(-c2cccs2)o1	16.5%	-2.0	-8.3%	3.0%	2.4%[59 µM]	-13.7%	-0.9%	3.8%	-20.8%
10	C/C(=C1/SC(N2CCOCC2)=NC1=O)c1ccc(Br)cc1	-10.0%	2.0	1.4%	-3.6%	-1.3%[59 µM]	-2.6%	6.0%	12.5%	-2.2%
11	Cc1nc(C(=O)N2CCCC(C(=O)c3ccc(Cl)cc3)C2)cs1 (stereo unspecified)	46.5%[activator]	0.7	-4.5%	-4.1%	7.5%	-0.6%	-0.8%	8.6%	-11.0%[11.4 µM]
12	CCOc1cc(CNc2ncnc3nc[nH]c23)ccc1OC	0.6%	-3.9	8.5%	3.5%	u	-11.3%	7.8%	50.8%[activator]	-16.6%
13	O=C(NCc1cccnc1)c1cc2nc(-c3cccs3)cc(C(F)(F)Cl)n2n1	-2.6%	-1.4	i	15.4%	50.1µM*	1.3%	-36.1%	44.7%[activator]	-5.6%
14	COc1ccccc1Nc1nc(N)nc(-c2oc3ccccc3c2C)n1	x	-1.4	-7.1%	-3.9%	5.7%[59 µM]	7.5%	-6.3%	29.2%	-25.3%
15	O=C(O)c1cccc(CSc2ncccn2)c1	16.1%	0.3	x	x	-11.5%[12.7 µM]	-2.9%	-0.3%	22.6%	-16.6%
16	Cc1ccc(-c2nc(CS(=O)(=O)CC(=O)NCCN3CCOCC3)c(C)o2)cc1	-8.3%	-21.4	i	-1.6%	-6.2%	1.9%	-1.3%	-10.4%	-9.7%
17	Cc1c(NC(=O)c2ccc(=O)oc2)c(=O)n(-c2ccccc2)n1C	16.9%	1.2	2.7%	5.6%	-33.0%	2.9%	5.6%	30.9%	-1.9%
18	CC(=O)Nc1cccc(NC(=O)Cn2cnc3c2c(=O)n(C)c(=O)n3C)c1	-2.7%	5.7	i	-2.9%	8.2%[59 µM]	-4.3%	-3.2%	13.4%	-17.6%
19	Cc1ccc(C(=O)N/N=C\c2ccc[nH]2)cn1	50.1%[activator]	-0.1	-4.7%	-4.7%	-7.4%[12.7 µM]	0.6%	0.0%	34.1%	-7.6%
20	CCOc1ccc2nc(NC(=O)Cn3cnc4c3c(=O)n(C)c(=O)n4C)sc2c1	-1.6%	-0.6	-0.6%	-6.2%	79.4µM*	3.2%	-6.9%	17.4%	-27.6%
21	O=C(Cn1ncc2c(=O)oc3ccccc3c21)NCCc1ccsc1	-1.0%	-1.4	-3.1%	-1.8%	18.1%[59 µM]	-0.6%	-5.4%	30.3%[activator]	-27.9%
22	c1ccc(COc2cccc(CNn3cnnc3)c2)cc1	-3.2%	4.0	i	x	-6.9%[59 µM]	-4.0%	-2.5%	-0.5%	-8.8%
23	O=C(NC1CCCC1)C(c1ccsc1)N(Cc1ccco1)C(=O)Cc1cccs1 (stereo unspecified)	2.5%	5.3	i	8.0%	-45.7%[59 µM]	-0.7%	x	2.4%	-21.4%
24	Cc1occc1C(=O)N/N=C/c1cccs1	15.6%	-9.5	u	x	31.5%	24.6%	-25.6%	13.2%	-11.8%
25	Cc1cc(N)n(Cc2ccc(Cl)cc2)n1	15.5%	-1.9	i	9.1%	x	-7.6%	-9.1%	34.0%	-5.4%
26	COc1ccc(CN(C)C(=O)CC(c2ccccc2)c2ccccc2)cc1	15.8%	-1.5	0.9%	-8.7%	15.5%[59 µM]	8.6%	23.0%	13.7%	19.7%
27	CC(C)C(NC(=O)c1cccc(S(=O)(=O)N2CCOCC2)c1)C(=O)NCc1ccc(Cl)cc1 (stereo unspecified)	-4.6%	-5.5	i	14.0%	24.4%[2.33 µM]	19.5%	9.7%	68.2%[activator]	-11.0%
28	CC(=O)C1=C(O)C(=O)N(c2ccc(S(N)(=O)=O)cc2)C1c1ccccc1F (stereo unspecified)	0.5%	5.9	11.7%	0.3%	u	-0.8%	-35.8%	25.7%	-4.3%
29	O=C(Cn1nnc(-c2cccc(C(F)(F)F)c2)n1)N1CCOCC1	-1.8%	5.6	-6.6%	-5.2%	-3.9%	-4.8%	4.4%	16.5%	-12.2%
30	O=S(=O)(NC1CC2CCC1C2)c1ccc2c(c1)OCCO2 (stereo unspecified)	2.7%	3.3	-2.8%	-10.1%	10.0%[59 µM]	-5.4%	-0.8%	36.9%[activator]	0.9%
31	CC(C)(C)OC(=O)[C@H](CCCCN)NC(=O)c1nc[nH]c1C(=O)NCCCCCN	5.9%	1.1	-6.6%	0.5%	-10.1%[12.7 µM]	2.0%	u	1.0%	-21.5%
32	O=C(COC(=O)/C=C/c1ccc2c(c1)OCO2)NCc1ccccc1	1.9%	-2.4	i	-0.8%	19.4%[59 µM]	11.9%	-2.6%	47.4%[activator]	-18.3%
33	COC(=O)c1ccccc1NC(=O)CN1CCCCCC1	6.9%	7.8	-1.9%	-9.6%	x	-1.4%	12.6%	44.8%[activator]	-16.4%
34	COc1ccc(/C(O)=C2/C(=O)C(=O)N(Cc3cccnc3)C2c2ccncc2)cc1F (stereo unspecified)	-0.3%	-9.0	-3.1%	-5.1%	u	1.5%	-32.3%	12.3%	-22.0%
35	COc1ccccc1NC(=O)CSC(N)=O	26.9%	u	2.6%	1.2%	35.5µM*	1.9%	4.4%	72.3%[activator]	u
36	Cc1ccc(-c2c(C#N)c(N)nc3c2CCCC3)s1	-9.5%	1.8	4.9%	-2.4%	19.7%[59 µM]	3.3%	-0.5%	12.5%	0.9%
37	Cc1ccc(CONC(=O)c2ccc(Cl)cc2)cc1	7.0%	-0.1	i	-0.3%	u	-11.0%	-0.4%	24.2%	-2.0%
38	CCN1/C(=C2/SC(=S)N(C)C2=O)C=Cc2cc(C)ccc21	-12.0%	3.0	-2.5%	7.2%	x	5.0%	x	7.9%	-22.8%
39	CC(=O)NC1C(=O)N(CCN2CCOCC2)c2ccc(C)cc21 (stereo unspecified)	u	-6.7	20µM*	15.5%	20µM*	50.1µM*	5.01µM*	u	7.08µM*
40	NC(=O)c1ccsc1NC(=O)COC(=O)c1ccncc1	1.3%	20.7	-3.6%	-0.9%	-5.2%	1.0%	-24.0%	10.8%	-1.7%
41	O=C(Cc1ccc(Br)cc1)Nc1cccc(S(=O)(=O)N2CCOCC2)c1	-3.7%	-3.2	-8.3%	-2.6%	-37.4%[12.7 µM]	2.8%	8.8%	2.7%	-16.1%
42	CN1CCN(C(=O)/C(=C\c2cccc([N+](=O)[O-])c2)NC(=O)c2cccs2)CC1	13.9%	1.5	2.7%	-2.6%	22.4%	-1.4%	-7.6%	22.7%	-9.8%
43	CN1CCc2c(sc(NC(=O)Cc3ccccc3)c2C#N)C1	10.4%	-4.4	0.1%	35.5%[activator]	44.7µM*	0.6%	-10.2%	4.0%	-16.9%

Single records, as listed above. Values in the order: GLS inh	PI4K2A block	Tb PGK inh	ERG-DNA inh	G9a inh	Pin1 inh	BAZ2B block	HP1b chromo inh	JMJD2A Tudor
`Cc1ccc(-c2c(C#N)c(N)nc3c2CCCC3)s1` is listed with -9.5%	1.8	4.9%	-2.4%	19.7%[59 µM]	3.3%	-0.5%	12.5%	0.9%
`CCN1/C(=C2/SC(=S)N(C)C2=O)C=Cc2cc(C)ccc21` is listed with -12.0%	3.0	-2.5%	7.2%	x	5.0%	x	7.9%	-22.8%
